High-throughput results as filed in PubChem BioAssay.
proKLK7 act = activators of human kallikrein-7 zymogen; purified proKLK7, EDANS-DABCYL substrate fluorescence; 100% is mature enzyme control, 0% vehicle; hit rate 0.9% among 370,000; activation, % at 7 µM; P49862;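 active = activation above the mean of all tested compounds plus 3 SD, computed per campaign excluding outliers beyond control limits, cut at about 13% in these data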
ASAP1 GAP inh = ASAP1 ArfGAP inhibition; hit rate 0.19% among 360,000; ASAP1-stimulated ARF1 GTP hydrolysis, GDP FP detection; Q9ULH1; inhibition, % at 16.5 µM; AID 624377; in the data active = inhibition above about 25%;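 note: 0% = vehicle with enzyme and substrate and 100% = no enzyme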
PLCg1 inh = PLC-gamma1 (human) inhibition, primary screen | P19174 | purified PLC-gamma1, fluorogenic substrate, fluorescence | inhibition, % at 12.2 µM | hit rate 0.84% among 370,000 | AID 720700; in the data active = inhibition above about 9.5%
LEDGF integ inh = blocks HIV-1 LEDGF/p75-dependent DNA integration | TR-FRET IN-LEDGF/p75 DNA integration, Eu/Cy5 | inhibition, % at 3.7 µM | hit rate 0.64% among 370,000 | AID 743269;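 active = inhibition above the screen-wide mean plus 3 SD, cut at about 13% in these data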;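 note: signal is the Cy5 over europium emission ratio at 671 and 618 nm; 0% = plate median of compound wells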
ADAM17 inh = inhibits human ADAM17. hit rate 0.83% among 370,000. AID 720648. recombinant ADAM17, EDANS/DABCYL FRET peptide cleavage. inhibition, % at 6.95 µM;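 active = inhibition above the mean of compounds lying between control limits plus 3 SD, set per campaign, cut at about 8.5% in these data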;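 note: 0% = DMSO-only wells as the low control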
TDP2 inh = blocks human TDP2 phosphodiesterase activity; O95551; recombinant TDP2, T5PNP hydrolysis, p-nitrophenol absorbance 415 nm; inhibition, % at 12.8 µM; hit rate 0.34% among 370,000;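 active = inhibition above the mean of all tested compounds plus 3 SD, set per campaign, cut at about 25% in these data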;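 note: 0% = DMSO with enzyme and 100% = buffer with substrate but no TDP2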
Target sequence (O95551 whole entry, looked up): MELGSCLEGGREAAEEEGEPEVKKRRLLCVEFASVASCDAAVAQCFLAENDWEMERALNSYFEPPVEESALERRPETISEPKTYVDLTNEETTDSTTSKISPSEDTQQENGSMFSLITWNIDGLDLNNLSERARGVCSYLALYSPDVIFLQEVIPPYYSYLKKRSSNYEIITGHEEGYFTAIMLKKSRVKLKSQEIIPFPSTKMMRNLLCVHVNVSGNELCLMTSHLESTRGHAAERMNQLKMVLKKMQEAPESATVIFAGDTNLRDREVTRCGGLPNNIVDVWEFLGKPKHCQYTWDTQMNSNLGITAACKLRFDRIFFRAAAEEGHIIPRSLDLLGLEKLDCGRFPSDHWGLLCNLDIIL
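Read-out basis: percent inhibition. System: recombinant human TDP2. Buffer or medium: Mg2+-containing Tris-HCl buffer, pH 7.5. Repeats: single replicate. Timing: reaction 2 h, 37 °C. Benchmarks: high control without enzyme, low control DMSO plus TDP2. Probe or stimulus: 5 mM T5PNP. Doses: 12.8 µM only. Measured by: epi absorbance of p-nitrophenol freed from T5PNP by hydrolysis.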
DDE Tn7 FP inh = inhibitors of Tn7 peptide binding to human fibrin DD(E); AID 720508; FP displacement of FITC-Tn7 peptide from fibrin DD(E); 0% = median of compound wells per plate; inhibition, % at 8.3 µM; hit rate 0.13% among 370,000;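 active = inhibition above the mean of compounds falling within the control limits plus 3 SD of them, cut at about 14% in these data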;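 note: 0% = plate median of compound wells and 100% = 10 µM Aha-Tn7 peptide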
Target sequence (P02675 whole entry, looked up): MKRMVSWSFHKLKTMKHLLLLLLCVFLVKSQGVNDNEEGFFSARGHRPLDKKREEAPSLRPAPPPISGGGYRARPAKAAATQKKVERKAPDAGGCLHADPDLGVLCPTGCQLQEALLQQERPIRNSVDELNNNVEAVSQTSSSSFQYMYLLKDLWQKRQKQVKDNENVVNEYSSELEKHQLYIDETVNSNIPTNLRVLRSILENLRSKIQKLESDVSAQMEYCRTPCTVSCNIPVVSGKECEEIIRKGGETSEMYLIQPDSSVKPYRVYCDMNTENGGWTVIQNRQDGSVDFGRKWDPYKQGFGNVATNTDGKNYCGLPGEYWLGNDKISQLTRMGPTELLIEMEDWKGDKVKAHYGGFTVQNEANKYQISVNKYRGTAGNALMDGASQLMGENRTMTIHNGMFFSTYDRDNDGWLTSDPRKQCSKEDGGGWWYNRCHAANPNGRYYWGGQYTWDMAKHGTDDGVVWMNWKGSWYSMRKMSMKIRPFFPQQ
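Assay system: Human clot-derived fibrin DD(E) complex | Buffer or medium: Tris/NaCl/CaCl2 buffer, pH 7.8 | Repeats: One replicate per compound | Benchmarks: Aha-Tn7 high control | Measure: % inhibition scaled between sample-field median and high-control FP | Schedule: 10 min plus 3 h, room temperature | Signal: Fluorescence polarization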
ARFGAP1 inhibitor = inhibitors of rat ARFGAP1; Q62848; Arfgap1-stimulated ARF1 GTP hydrolysis, GDP FP detection; inhibition, % at 16.5 µM; hit rate 0.26% among 360,000; AID 651572;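 active = inhibition above a per-plate limit, mean inhibition of low control wells plus 3 SD, cut at about 25% in these data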;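 note: 0% = DMSO wells with enzyme and 100% = wells lacking Arfgap1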
Target sequence (Q62848 1-136 limits assumed): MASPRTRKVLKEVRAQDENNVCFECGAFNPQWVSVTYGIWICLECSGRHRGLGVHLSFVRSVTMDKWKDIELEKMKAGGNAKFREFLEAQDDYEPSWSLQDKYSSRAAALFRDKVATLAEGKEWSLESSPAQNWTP
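Material: rat Arfgap1 GAP domain (His6, aa 1-136), purified enzyme. Also added: human ARF1(Δ1-17)-GTP substrate. Compound dosing: 16.5 µM single point, 1.26% DMSO. Timing: enzyme reaction 120 min at 25 °C after 20 min preincubation. Signal: GDP detection by fluorescence polarization. Read-out basis: percent inhibition of GAP-stimulated GDP formation, scaled between DMSO and no-Arfgap1 medians.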
Tn6 DDE FP = inhibitors of Tn6 peptide binding to human fibrin DD(E); P02675; Fibrin DD(E) TRITC-Tn6 fluorescence polarization displacement; inhibition, % at 8.3 µM; hit rate 0.21% among 370,000; AID 720509;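 active = inhibition above a per-campaign cutoff: mean of compounds within control limits plus 3 SD, cut at about 15% in these data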;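 note: 0% = median of all compound wells on the plate and 100% = blocking peptide control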
ADAM10 inh = inhibitors of human ADAM10 | O14672 | recombinant ADAM10, EDANS/DABCYL FRET peptide cleavage, 3 h | inhibition, % at 7 µM | hit rate 0.62% among 370,000 | AID 720582;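 active = inhibition above a per-campaign cutoff equal to the mean of compounds falling between control-based bounds plus 3 SD, cut at about 20% in these data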;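 note: 0% = DMSO wells while the 100% control is not disclosed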
* marks the source's active call; other numbers are inactive results; i = inactive; · = not tested or not shown.

SMILES | proKLK7 act | ASAP1 GAP inh | PLCg1 inh | LEDGF integ inh | ADAM17 inh | TDP2 inh | DDE Tn7 FP inh | ARFGAP1 inhibitor | Tn6 DDE FP | ADAM10 inh
COc1ccccc1N1CCN(C(CNC(=O)C2CCCCC2)c2cccnc2)CC1 (stereo not drawn) | 0.3 | -1 | 2 | 0 | -2 | 0 | -8 | 7 | -8 | -1
COc1ccc(CCNC(=O)c2cc(-c3ccccc3O)n[nH]2)cc1OC | 0.9 | -5 | 2 | -1 | 2 | 1 | -3 | 4 | 6 | 3
CCCCN1C(=O)C(CC(=O)NC2CCCC2)CC(C(=O)N(C(C)C)C(C)C)=C1C (stereo not drawn) | 0.4 | -8 | 6 | 4 | 0 | 4 | -2 | 13 | 4 | -8
COc1cccc(NC(=O)c2ccc(NC(=O)C(C)C)cc2)c1 | -0.2 | -5 | 0 | -1 | -2 | 4 | -1 | -7 | -3 | -6
O=C(N1CCCC1)C12CC3CC(CC(C3)C1)C2 | 0.2 | -5 | 7 | 4 | 1 | -6 | 8 | -4 | 9 | 10
COc1ccc(Cn2cc(CN3[C@@H](Cc4ccccc4)COc4cc(Br)ccc4S3(=O)=O)nn2)cc1 | -0.3 | · | 0 | -5 | -2 | -1 | -2 | · | -4 | -8
O=C1C(C2=C(O)c3ccccc3C2=O)=Nc2ccccc21 | -1.8 | 39* | -32 | 1 | -6 | 14 | 6 | 16 | 6 | -11
c1ccc(NC2=NCCN2CCCC2CCCC2)cc1 | 0.2 | -13 | -1 | 0 | -2 | 6 | -2 | -1 | -6 | 3
CCOc1ccc(-c2nnc3ccc(SC)nn23)cc1 | 0.3 | -12 | -9 | 2 | 0 | -4 | -4 | 1 | 1 | 3
CC1=N/C(=C/c2ccco2)C(=O)O1 | -0.3 | 7 | -5 | 13* | 0 | 14 | 3 | -4 | 1 | 0
CC1=NN2C(=N)/C(=C\c3cc(C)n(-c4cccc(C)c4)c3C)C(=O)N=C2S1 | 0.3 | -2 | -8 | -4 | -7 | -4 | 9 | -2 | 3 | 1
Cc1ccc(-c2nnc(COc3cccc(-n4cnnn4)c3)o2)cc1 | -0.2 | 2 | -4 | 0 | -3 | -5 | -6 | 8 | -4 | -3
Cc1c(Br)cc(C(=O)O)c(C)c1C | 0.3 | -12 | 1 | -1 | 0 | -4 | -3 | 1 | -2 | 12
CCOC(=O)C1CCCN(C(=O)COC(=O)c2cccs2)C1 (stereo not drawn) | 0.6 | -13 | -3 | 2 | -2 | 3 | -2 | 4 | 8 | -10
Cc1ccc(CCNC(=O)c2coc3nc4ccccc4nc23)cc1 | 3.4 | 2 | -73 | 0 | -73 | -13 | 5 | 2 | -2 | -252
Cc1ccc(S(=O)(=O)N2CCN(C(=O)c3ccccc3)C2C(C)C)cc1 (stereo not drawn) | -0.4 | 11 | 0 | -2 | -3 | 4 | -2 | 8 | 3 | 1
O=C1C(Cc2ccccc2)SC(=Nc2ccccc2)N1c1ccccc1 (stereo not drawn) | -0.3 | -12 | -1 | -1 | 0 | -10 | 3 | 6 | -2 | 1
CC1CCCC(C)N1C(=O)COC(=O)c1nn(C)c(=O)c2ccccc12 (stereo not drawn) | -0.4 | 2 | 1 | -1 | -5 | -10 | -3 | 1 | -7 | -10
COc1ccc(CC(=O)N(Cc2ccccc2)C(C)C)cc1 | -0.6 | -6 | 1 | 3 | -1 | -23 | 4 | -3 | 3 | 6
CCN(CC)S(=O)(=O)c1ccc2oc(C(=O)NC3CC3)c(C)c2c1 | -0.2 | 10 | -3 | 1 | -2 | 13 | 0 | -2 | -7 | -3

Continued; the last 5 above are carried over.
SMILES | proKLK7 act | ASAP1 GAP inh | PLCg1 inh | LEDGF integ inh | ADAM17 inh | TDP2 inh | DDE Tn7 FP inh | ARFGAP1 inhibitor | Tn6 DDE FP | ADAM10 inh
Cc1ccc(S(=O)(=O)N2CCN(C(=O)c3ccccc3)C2C(C)C)cc1 (stereo not drawn) | -0.4 | 11 | 0 | -2 | -3 | 4 | -2 | 8 | 3 | 1
O=C1C(Cc2ccccc2)SC(=Nc2ccccc2)N1c1ccccc1 (stereo not drawn) | -0.3 | -12 | -1 | -1 | 0 | -10 | 3 | 6 | -2 | 1
CC1CCCC(C)N1C(=O)COC(=O)c1nn(C)c(=O)c2ccccc12 (stereo not drawn) | -0.4 | 2 | 1 | -1 | -5 | -10 | -3 | 1 | -7 | -10
COc1ccc(CC(=O)N(Cc2ccccc2)C(C)C)cc1 | -0.6 | -6 | 1 | 3 | -1 | -23 | 4 | -3 | 3 | 6
CCN(CC)S(=O)(=O)c1ccc2oc(C(=O)NC3CC3)c(C)c2c1 | -0.2 | 10 | -3 | 1 | -2 | 13 | 0 | -2 | -7 | -3
CCOC(=O)c1c(S(=O)(=O)NCC(=O)Nc2cc(C)ccn2)c(C)n(C)c1C | 0.7 | 3 | 2 | 3 | 0 | -2 | -1 | -6 | -5 | 5
COc1ccc(CN2CCN(S(=O)(=O)c3ccc(C)cc3)CC2)cc1Br | 0.7 | 14 | 0 | 1 | 2 | 8 | 4 | 1 | 7 | -2
Cc1ccccc1C(=O)Oc1ccccc1N1C(=O)C2CC=CCC2C1=O (stereo not drawn) | -0.1 | -1 | 1 | 0 | -5 | 8 | 3 | 1 | 2 | -10
CC(=O)Nc1ccc(C(=O)CN2C(=O)NC3(CCCc4ccccc43)C2=O)c(F)c1 (stereo not drawn) | 0.1 | 1 | -1 | -1 | -1 | 2 | 2 | 7 | 10 | -8
O=C(Nc1ccccc1)NC1(C(=O)NCc2ccc3c(c2)OCO3)CCCCC1 | -0.3 | 15 | 0 | -3 | -5 | 3 | 1 | 5 | -6 | -9
CCOC(=O)c1ccccc1NC(=O)COC(=O)c1ccc(OCC(=O)N2CCOCC2)c(OCC)c1 | 0.5 | -8 | 3 | 0 | 4 | 3 | 0 | 0 | -5 | -8
O=C1OC2(CCCCC2)OC(=O)C1=CNc1ccc2c(c1)OCO2 | 0.3 | -6 | -8 | -5 | -3 | -6 | 3 | -4 | -1 | -17
CC1(C(=O)c2ccccc2)C2c3c(ccc4ccccc34)OC(=O)C21C(=O)N1CCOCC1 (stereo not drawn) | 0.0 | 4 | 7 | -2 | 0 | -8 | 0 | 1 | -7 | 6
Cc1ccc(CN2CCC(N3CCC(C(=O)NCC4CCCO4)CC3)CC2)o1 (stereo not drawn) | 0.5 | -5 | 0 | 3 | -3 | -9 | -2 | -3 | 3 | 2
CCN(CC)C(=O)c1cccc(-c2csc(C(O)(c3ccccc3)C(F)(F)F)n2)c1 (stereo not drawn) | 0.2 | 6 | 1 | 0 | 6 | -3 | 4 | 6 | -6 | 8
O=C1C2C3C=CC(C4CC34)C2C(=O)N1/N=C/c1ccc(-c2cccc([N+](=O)[O-])c2)o1 (stereo not drawn) | -0.3 | 11 | 3 | 2 | -1 | 8 | -2 | -9 | -1 | -3
Cc1cccc(NC(=O)C(Cc2ccccc2)c2nn[nH]n2)c1C (stereo not drawn) | 0.0 | 10 | -1 | 0 | -3 | 28* | -7 | 5 | 0 | -4
Cc1ccc(C(=O)OCC(=O)NCc2ccc(Cl)cc2)s1 | 0.4 | -5 | -4 | -1 | -1 | 7 | 4 | -11 | 4 | -4
CCOc1ccc(NC(=O)CN(C)C(=O)c2cc(-c3ccncc3)nc3ccccc23)cc1OCC | -0.4 | 11 | -2 | -1 | 3 | -17 | 0 | -5 | 9 | 5
O=C(Nc1ccc2nn(-c3ccccc3)nc2c1)c1ccc2c(c1)OCO2 | -0.2 | 17 | 0 | 3 | -5 | -8 | -1 | 26* | -1 | -9
O=C(O)CN1c2cccc3cccc(c23)S1(=O)=O | 11 | -6 | -394 | 1 | -92 | 3 | -4 | 2 | 4 | -281
Cn1c(=O)c2c(nc(N3CCN(c4ccccn4)CC3)n2Cc2ccc(Cl)cc2Cl)n(C)c1=O | 0.4 | -9 | 11* | -2 | 4 | -10 | -12 | -5 | 0 | 12
Cc1cc(NS(=O)(=O)c2ccc(NC(=O)CCCOc3ccccc3)cc2)no1 | 0.0 | 0 | 2 | 1 | 0 | -4 | 3 | 9 | 4 | -4
O=C(CSc1nnc(-c2ccccc2Cl)o1)N1CCCC1 | 0.2 | -9 | 2 | -3 | -1 | 3 | -4 | 4 | 5 | -4
CC(C)(C)c1ccc(NC(=O)COc2ccc(-n3ccnc3)cc2)cc1 | 0.2 | -7 | 0 | 7 | 0 | -8 | -4 | -13 | 1 | 0
CC(C)c1nnc(NC(=O)c2sc3ccccc3c2Cl)s1 | 0.2 | 3 | -25 | 1 | 1 | 7 | -6 | 4 | -1 | -4
CCc1cccc(NC(=O)c2cccc3c2C(=O)N(CC2CCCO2)C3)c1 (stereo not drawn) | -0.2 | -10 | -1 | 5 | 1 | -9 | -9 | 0 | -6 | 9
COc1cc(C2C(C#N)=C(N)OC3=C2C(=O)CCC3)cc(OC)c1OC(=O)N1CCOCC1 (stereo not drawn) | -1.0 | 4 | -4 | -2 | -5 | 10 | -6 | 4 | 6 | 3
COc1cccc(-c2cnc(C(O)c3ccc(Cl)c(F)c3)[nH]2)c1 (stereo not drawn) | -0.3 | 12 | 0 | -4 | 0 | -2 | -1 | 11 | -9 | -7
COC(=O)C(C)N1C(=O)S/C(=C/c2cc(C)n(-c3ccccn3)c2C)C1=O (stereo not drawn) | 0.1 | -6 | -34 | 3 | 0 | -6 | 1 | 4 | 4 | -3
CC(NC(=O)Cn1c(NCCO)nc2ccccc21)C1CC2CCC1C2 (stereo not drawn) | 0.2 | 1 | 2 | 1 | -1 | 8 | -6 | 7 | -1 | -10
CCCCc1ccc(C2C3=C(CC(C)(C)CC3=O)NC3=C2C(=O)c2ccccc23)cc1 (stereo not drawn) | 0.0 | -8 | 0 | -2 | -3 | -11 | 4 | 8 | -7 | -6
Cc1cc(=O)oc2cc(OCC(=O)N3CCCC3)c(Cl)cc12 | 11 | 3 | -139 | -2 | -272 | -10 | 9 | -2 | -5 | i
COc1ccc(NC(=O)NNC(=O)c2cc(C3CC3)nc3ccccc23)c(OC)c1 | 0.5 | -10 | -2 | 2 | 5 | -1 | -2 | 4 | -11 | 14
N#Cc1c2n(c3c(=O)n(Cc4ccccc4Cl)cnc13)CCCC2 | 0.4 | 14 | -1 | -3 | -3 | 6 | 2 | 0 | 6 | 8
